Screening results (PubChem BioAssay)
NOD2-RIPK2 inh: NOD2-RIPK2 protein interaction inhibition; O43353; CHO BLA complementation NOD2-RIPK2, CCF4 ratio; inhibition, % at 4.98 µM; 0.38% of 360,000 active; AID 624267; in the data active = inhibition above about 21%;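 also: 0% = vehicle only and 100% = reference blocker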
Target sequence (O43353 whole entry, looked up): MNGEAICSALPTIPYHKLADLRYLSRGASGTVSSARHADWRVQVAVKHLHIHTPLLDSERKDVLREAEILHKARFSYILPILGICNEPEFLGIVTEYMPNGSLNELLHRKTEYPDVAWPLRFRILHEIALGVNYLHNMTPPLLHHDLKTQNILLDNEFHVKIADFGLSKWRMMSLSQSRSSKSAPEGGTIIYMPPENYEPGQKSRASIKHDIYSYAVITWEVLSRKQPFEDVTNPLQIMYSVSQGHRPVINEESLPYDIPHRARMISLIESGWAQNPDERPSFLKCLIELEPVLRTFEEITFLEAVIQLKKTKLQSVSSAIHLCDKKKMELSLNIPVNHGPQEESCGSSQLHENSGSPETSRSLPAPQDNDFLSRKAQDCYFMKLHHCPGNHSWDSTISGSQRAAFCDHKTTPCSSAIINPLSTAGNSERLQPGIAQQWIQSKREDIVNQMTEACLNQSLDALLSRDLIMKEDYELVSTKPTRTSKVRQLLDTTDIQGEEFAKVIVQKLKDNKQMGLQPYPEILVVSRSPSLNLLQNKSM
EBV LMP1 NFkB: inhibitors of Epstein-Barr LMP1-induced NF-kappaB reporter. LMP1-induced NF-kappaB luciferase reporter cells, luminescence. inhibition, % at 12.5 µM. 0.69% of 350,000 active; in the data active = inhibition above about 41%;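 also: 0% = neutral control wells and 100% = reference inhibitor control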
NR5A2 inv ag: NR5A2 inverse agonism in reporter assay | O00482 | HEK293T StAR-luciferase reporter, LRH-1 transfected, 24 h | inhibition, % at 3.6 µM | 0.13% of 360,000 active | AID 602396;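 active = inhibition above the mean inhibition of all tested compounds plus 3 SD, cut at about 73% in these data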;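 also: 0% = DMSO wells and 100% = reporter-only cells lacking LRH-1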
NCOA2 inhibitor: inhibits human steroid receptor coactivator 2; Q15596; HEK293 GAL4-SRC2 luciferase reporter, luminescence; inhibition, % at 9 µM; 0.17% of 370,000 active;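 active = inhibition above the mean inhibition of all tested compounds plus 3 SD, set per campaign, cut at about 52% in these data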;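 also: 0% = DMSO treated cells and 100% = cells given Gossypol at 36 µM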
SRC1 inh: inhibitors of human steroid receptor coactivator 1 (SRC1) | Q15788 | inhibition, % at 3.6 µM | AID 588354 | 0.12% of 360,000 active | HEK293 GAL4-SRC1 luciferase reporter, luminescence;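 active = inhibition above the campaign mean plus 3 SD, with each screening campaign given its own cutoff, cut at about 60% in these data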;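 also: 0% = DMSO treated cells and 100% = gossypol at 36 µM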
MC4R antag cAMP: blocks human MC4R cAMP signaling. P32245. MC4R-expressing cells, MTII-stimulated cAMP, LANCE TR-FRET. inhibition, % at 6.5 µM. 0.48% of 360,000 active. AID 540295;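 active = inhibition above its plate's cutoff, the mean of tested wells on that plate plus 3 SD, cut at about 29% in these data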;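 also: 0% = Melanotan II alone and 100% = Melanotan II plus saturating MCL0020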
Target sequence (P32245 whole entry, looked up): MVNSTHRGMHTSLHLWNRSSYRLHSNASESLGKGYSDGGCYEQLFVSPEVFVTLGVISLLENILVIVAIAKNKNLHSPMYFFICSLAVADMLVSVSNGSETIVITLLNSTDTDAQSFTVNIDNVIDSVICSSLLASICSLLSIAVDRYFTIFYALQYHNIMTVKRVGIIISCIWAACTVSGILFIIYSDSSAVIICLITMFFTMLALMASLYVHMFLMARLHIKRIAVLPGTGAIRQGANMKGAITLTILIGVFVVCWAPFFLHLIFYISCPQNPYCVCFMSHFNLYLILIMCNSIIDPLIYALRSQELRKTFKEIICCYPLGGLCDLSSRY
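Assay system: U2OS cells stably expressing human melanocortin 4 receptor (MC4R) / Dosing: 6.5 µM / Timing: compound 30 min, challenge 1 h, detection 1 h / Measured by: Eu-cAMP/anti-cAMP TR-FRET, emission 671 nm / Replicates: singlicate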
MC4R barr agon: activates human MC4R beta-arrestin recruitment | P32245 | U2OS MC4R beta-arrestin complementation, luminescence; percent of melanotan II response, DMSO zero | activation, % at 8.9 µM | 0.98% of 360,000 active | AID 540308;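 active = activation above a per-plate cutoff, the mean activation of sample wells on that plate plus 3 SD, cut at about 8% in these data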
ABHD5-PLIN5 inh: blocks binding of human ABHD5 to perilipin-5; Q00G26+Q8WTS1; Split G. princeps luciferase complementation, luminescence, 4 h; inhibition, % at 4 µM; 0.78% of 360,000 active; AID 602281;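 active = inhibition above the mean inhibition across every tested compound plus 3 SD, cut at about 22% in these data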;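 also: 0% = DMSO only wells and the 100% control is not disclosed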
COUP-TFII inh: blocks human COUP-TFII nuclear receptor; HEK293T NGFI-A luciferase reporter, luminescence; 0.7% of 370,000 active; inhibition, % at 8.6 µM; P24468;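 active = inhibition above a per-plate cutoff, mean inhibition of test wells between control levels plus 3 SD, cut at about 38% in these data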;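 also: cells cotransfected with COUP-TFII expression vector driving the NGFI-A reporter; 0% = median of COUP-TF2 test wells and 100% = reporter-only cells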
TLR9-MyD88 block: blocks human TLR9 binding to MyD88; Q9NR96+Q99836; CHO BLA complementation TLR9-MyD88, CCF4 FRET ratio; 0.21% of 340,000 active; inhibition, % at 4.98 µM;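 active = inhibition above the mean over all tested compounds plus 3 SD, cut at about 21% in these data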;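 also: 0% = DMSO only wells and 100% = clavulanate BLA inhibitor control wells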
SRC3 inh: inhibitors of human steroid receptor coactivator 3 (SRC3) | inhibition, % at 3.6 µM | 0.17% of 360,000 active | Q9Y6Q9 | AID 588352 | HEK293 GAL4-SRC3 luciferase reporter, luminescence;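 active = inhibition above a per-campaign cutoff, the mean of all compounds plus 3 SD, cut at about 60% in these data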;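 also: 0% = DMSO-treated cells and 100% = gossypol-treated cells at 36 µM; higher means less SRC3-driven luciferase light from the GAL4 reporter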
An asterisk follows results filed as active; · = not tested or not shown. This is a subset; rates above refer to the full screens.

No.	NOD2-RIPK2 inh	EBV LMP1 NFkB	NR5A2 inv ag	NCOA2 inhibitor	SRC1 inh	MC4R antag cAMP	MC4R barr agon	ABHD5-PLIN5 inh	COUP-TFII inh	TLR9-MyD88 block	SRC3 inh	canonical_smiles
1	3	5	10	1	4	11	-3.8	-4	-7	1	-6	CC(C)N1CCN(Cc2ccc(C#CCCO)cc2)CC1CCO (configuration not stated)
2	7	2	-7	14	-7	1	-1.1	4	-6	6	3	CSc1sc(C(=O)O)c2c1C(=O)CC(C)(C)C2
3	-2	1	-2	-6	2	0	0.3	-2	11	5	23	CCOC(=O)c1ccc(S(=O)(=O)NCCN(CC)CC)cc1
4	7	-3	9	7	-11	1	0.1	6	9	4	17	Cc1ccc(Cl)cc1NC(=O)CON=C(N)c1ccccc1
5	-6	14	20	·	3	9	-0.7	0	·	-4	15	COc1ccc(CN(C(=O)CN2C(=O)C(C)Oc3ccccc32)C2CCCC2)c(OC)c1 (configuration not stated)
6	-19	30	45	-16	67*	-8	0.4	20	-20	-2	73*	CN(Cc1cnc2nc(N)nc(N)c2n1)c1ccc(C(=O)NC(CCC(=O)O)C(=O)O)cc1C(F)(F)F (configuration not stated)
7	-18	2	19	-4	0	-10	-1.3	2	-18	-1	-7	CC[C@H](C)[C@H](NC(N)=O)C(=O)NCCc1ccc(OC)cc1
8	-4	-15	-28	-46	-51	1	-0.3	2	-26	1	-66	O=C(Nc1ccc(F)cc1)NC1CCCCC1

Later entries
No.	NOD2-RIPK2 inh	EBV LMP1 NFkB	NR5A2 inv ag	NCOA2 inhibitor	SRC1 inh	MC4R antag cAMP	MC4R barr agon	ABHD5-PLIN5 inh	COUP-TFII inh	TLR9-MyD88 block	SRC3 inh	canonical_smiles
9	4	32	-35	-28	-64	-9	0.9	-1	-39	-5	-63	COc1cc(/C=N/n2cnnc2)ccc1OCCSc1ccc(C)cc1
10	-9	4	-1	27	-25	6	-1.9	-9	10	3	-1	COc1ccc(C2C(C#N)=C3NC(=O)c4c(sc5c4CCCCC5)N3C3=C2C(=O)CC(C)(C)C3)cc1 (configuration not stated)
11	18	·	9	14	-1	2	0.6	-4	3	5	-10	NC(=O)c1oc2ccccc2c1NC(=O)CS(=O)(=O)c1ccccc1
12	3	-16	8	3	5	1	0.7	-7	4	5	-7	COC(=O)c1cc(NC(=O)COC(=O)CCc2nc3ccccc3c(=O)[nH]2)cc(C(=O)OC)c1
13	-9	-10	-7	-3	-1	23	-1.6	-3	-9	0	-2	COc1ccc(OCCNc2cc(N3CCCCC3)ccc2[N+](=O)[O-])cc1
14	2	-78	2	-35	-8	5	-1.0	-19	3	-5	-7	Nc1c2c(nc3cccc(Cl)c13)N(c1ccccc1)CC2
15	-5	0	7	-4	-18	27	1.3	-2	0	-5	-1	CCc1ccc(NC(=O)CCC(=O)c2ccccc2)cc1
16	-9	1	5	-2	13	16	-0.6	1	5	-10	-5	COc1ccc(Br)cc1CNC(=O)C1CCCN(c2nc3ccccc3o2)C1 (configuration not stated)

2 entries from above in a different format:
No. | smiles | NOD2-RIPK2 inh | EBV LMP1 NFkB | NR5A2 inv ag | NCOA2 inhibitor | SRC1 inh | MC4R antag cAMP | MC4R barr agon | ABHD5-PLIN5 inh | COUP-TFII inh | TLR9-MyD88 block | SRC3 inh
12 | COC(=O)c1cc(NC(=O)COC(=O)CCc2nc3ccccc3c(=O)[nH]2)cc(C(=O)OC)c1 | 3 | -16 | 8 | 3 | 5 | 1 | 0.7 | -7 | 4 | 5 | -7
13 | COc1ccc(OCCNc2cc(N3CCCCC3)ccc2[N+](=O)[O-])cc1 | -9 | -10 | -7 | -3 | -1 | 23 | -1.6 | -3 | -9 | 0 | -2

The listing continues:
No.	NOD2-RIPK2 inh	EBV LMP1 NFkB	NR5A2 inv ag	NCOA2 inhibitor	SRC1 inh	MC4R antag cAMP	MC4R barr agon	ABHD5-PLIN5 inh	COUP-TFII inh	TLR9-MyD88 block	SRC3 inh	canonical_smiles
17	5	-4	1	-7	-18	5	-2.5	-13	-6	4	0	NC(N)=NS(=O)(=O)c1ccc(N=C2C(=O)Nc3ccccc32)cc1
18	-3	-4	-18	-14	-14	4	-2.2	3	-49	-3	-7	Clc1ccccc1CN1CCN(/N=C/C=C/c2ccco2)CC1
19	-11	-9	-13	11	-3	13	1.6	0	9	-6	-17	CN(C[C@H](Cc1ccccc1)N(C[C@@H](Cc1cccc2ccccc12)N(CCc1ccccc1)N=O)N=O)N=O
20	7	7	2	4	11	4	-3.4	-16	-9	-2	15	CC(=N\NC(=O)c1ccc([N+](=O)[O-])cc1)/C(=N/O)C(=O)Nc1ccccc1
21	-9	3	26	12	-2	1	-0.1	2	5	-8	-17	COc1ccc(C=C(NC(=O)c2ccccc2)C(=O)O)cc1OC
22	-2	-3	-6	-35	-7	0	-0.6	-4	0	2	-4	COc1ccc(C=NNC(=O)CCCC(=O)NN=Cc2ccc(OC)c(O)c2)cc1O
23	9	-3	2	18	23	8	3.1	15	23	-1	-1	CCOc1ccc(CN2CCN(Cc3cnc(-c4ccccc4)s3)CC2CCO)cc1 (configuration not stated)
24	-1	-3	-4	-2	6	12	-1.6	1	1	0	-18	Cc1ccc(N2CC(C(=O)Nc3ccc4c(c3)OCCO4)CC2=O)cc1 (configuration not stated)

10 of these compounds in a different format:
no. | Compound | NOD2-RIPK2 inh | EBV LMP1 NFkB | NR5A2 inv ag | NCOA2 inhibitor | SRC1 inh | MC4R antag cAMP | MC4R barr agon | ABHD5-PLIN5 inh | COUP-TFII inh | TLR9-MyD88 block | SRC3 inh
12 | COC(=O)c1cc(NC(=O)COC(=O)CCc2nc3ccccc3c(=O)[nH]2)cc(C(=O)OC)c1 | 3 | -16 | 8 | 3 | 5 | 1 | 0.7 | -7 | 4 | 5 | -7
13 | COc1ccc(OCCNc2cc(N3CCCCC3)ccc2[N+](=O)[O-])cc1 | -9 | -10 | -7 | -3 | -1 | 23 | -1.6 | -3 | -9 | 0 | -2
14 | Nc1c2c(nc3cccc(Cl)c13)N(c1ccccc1)CC2 | 2 | -78 | 2 | -35 | -8 | 5 | -1.0 | -19 | 3 | -5 | -7
15 | CCc1ccc(NC(=O)CCC(=O)c2ccccc2)cc1 | -5 | 0 | 7 | -4 | -18 | 27 | 1.3 | -2 | 0 | -5 | -1
16 | COc1ccc(Br)cc1CNC(=O)C1CCCN(c2nc3ccccc3o2)C1 (configuration not stated) | -9 | 1 | 5 | -2 | 13 | 16 | -0.6 | 1 | 5 | -10 | -5
17 | NC(N)=NS(=O)(=O)c1ccc(N=C2C(=O)Nc3ccccc32)cc1 | 5 | -4 | 1 | -7 | -18 | 5 | -2.5 | -13 | -6 | 4 | 0
18 | Clc1ccccc1CN1CCN(/N=C/C=C/c2ccco2)CC1 | -3 | -4 | -18 | -14 | -14 | 4 | -2.2 | 3 | -49 | -3 | -7
19 | CN(C[C@H](Cc1ccccc1)N(C[C@@H](Cc1cccc2ccccc12)N(CCc1ccccc1)N=O)N=O)N=O | -11 | -9 | -13 | 11 | -3 | 13 | 1.6 | 0 | 9 | -6 | -17
20 | CC(=N\NC(=O)c1ccc([N+](=O)[O-])cc1)/C(=N/O)C(=O)Nc1ccccc1 | 7 | 7 | 2 | 4 | 11 | 4 | -3.4 | -16 | -9 | -2 | 15
21 | COc1ccc(C=C(NC(=O)c2ccccc2)C(=O)O)cc1OC | -9 | 3 | 26 | 12 | -2 | 1 | -0.1 | 2 | 5 | -8 | -17

Next part
No.	NOD2-RIPK2 inh	EBV LMP1 NFkB	NR5A2 inv ag	NCOA2 inhibitor	SRC1 inh	MC4R antag cAMP	MC4R barr agon	ABHD5-PLIN5 inh	COUP-TFII inh	TLR9-MyD88 block	SRC3 inh	canonical_smiles
25	-2	1	-17	-8	-7	2	-2.1	5	17	0	6	Cc1cc(N2C(=O)C(O)=C(C(=O)c3ccco3)C2c2ccc([N+](=O)[O-])cc2)no1 (configuration not stated)
26	3	3	6	3	-1	0	1.4	-4	10	-5	3	CN1C(=O)NC(NC(=O)c2ccncc2)(C(F)(F)F)C1=O (configuration not stated)
27	1	-5	10	-31	-4	5	0.6	-1	13	-5	20	O=C(c1ccccc1)c1ccccc1NC(=O)C1CCCN1Cc1ccccc1 (configuration not stated)
28	-27	0	-9	14	1	-1	-0.2	2	3	0	-6	COc1ccc(C(=O)CCC(=O)Nc2cccc(Cl)c2)cc1
29	-9	6	11	26	-19	-1	0.7	-1	-5	5	2	O=C(NCCc1ccccc1)C(=O)NN=C1CCCC1
30	0	2	1	1	8	3	-1.1	-2	-11	0	-17	CCOc1ccc(CNC(=O)C2CCN(S(=O)(=O)c3ccc4c(c3)CCCC(=O)N4)CC2)cc1
31	-10	-2	25	-10	-3	4	-0.8	6	-10	1	-7	COCCCNc1nc2c(-c3ccc(Cl)cc3)nnn2c2ccccc12
32	5	-20	1	8	-23	2	2.3	-32	-9	1	18	COc1cccc(Nc2nc(N)nc(CCl)n2)c1

Other entries.
No.	NOD2-RIPK2 inh	EBV LMP1 NFkB	NR5A2 inv ag	NCOA2 inhibitor	SRC1 inh	MC4R antag cAMP	MC4R barr agon	ABHD5-PLIN5 inh	COUP-TFII inh	TLR9-MyD88 block	SRC3 inh	canonical_smiles
33	-6	7	9	-5	1	6	-1.5	-1	-5	-9	5	CCOc1ccccc1-n1c(C)cc(C=O)c1C
34	-1	8	-5	-14	1	6	0.3	10	26	-21	17	COC(=O)/C=C1/N/C(=N\c2nc(C)cc(C)n2)N(c2ccc(C)c(C)c2)C1=O
35	-4	-6	4	8	0	-2	0.7	-4	-13	0	-3	COc1ccc(NS(=O)(=O)c2ccc(C)c(C(=O)N3CCCCCCC3)c2)cc1
36	1	6	-2	14	-5	0	-1.1	4	10	-9	1	Cc1ccc(C)c(NC(=O)C2CCCN2S(=O)(=O)c2ccc3c(c2)n(C)c(=O)c(=O)n3C)c1 (configuration not stated)
